# Compound activity (PubChem BioAssay)
# APP 5'UTR act: APP 5'UTR luciferase reporter activation; SH-SY5Y APP 5'UTR luciferase reporter, luminescence; zero percent = DMSO vehicle wells; activation, % at 2 µM; actives 1% (n = 190,000); AID 1276;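 active = activation above a set limit, based on mean plus 3 SD of controls, cut at about 140% in these data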; note: values of inactives mirror those of a sister screen read the other way
# Hsp70 activator: Hsp70 transcriptional activation, primary screen | actives 0.04% (n = 200,000) | HeLa Hsp70 promoter luciferase reporter, luminescence; scaled: vehicle 0, proteasome-inhibitor control 100% | AID 1203 | activation, % at 10 µM;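 active = activation above the mean across all tested compounds plus 3 SD, cutoff set per campaign, cut at about 5.5% in these data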;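 note: 100% = MG132 at 30 µM as the positive control and 0% = DMSO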
# HMGR II inh: blocks class II HMG-CoA reductase of Enterococcus faecalis. purified E. faecalis HMGR, NADPH absorbance 340 nm kinetic. actives 0.41% (n = 190,000). inhibition, % at 10 µM;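 active = inhibition above a set limit, the median over all tested compounds plus 3 SD, cut at about 9.5% in these data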;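 note: enzyme runs in reverse so mevalonate oxidation gives rising NADPH absorbance; 0% = complete reaction with DMSO and 100% = background rate lacking mevalonate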
# FLuc stim CS: firefly luciferase counter-screen for stimulation assays | P08659 | ATPlite luciferase biochemical, luminescence, 10 min; 0 = ATP-free wells, 1 = DMSO control | activation factor at 10 µM | 200,000 tested, under 10 active | AID 1027;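 active = luciferase activation factor, scaled between plate controls, of at least 2 with compound at 10 µM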
# Target sequence (P08659 whole entry, looked up): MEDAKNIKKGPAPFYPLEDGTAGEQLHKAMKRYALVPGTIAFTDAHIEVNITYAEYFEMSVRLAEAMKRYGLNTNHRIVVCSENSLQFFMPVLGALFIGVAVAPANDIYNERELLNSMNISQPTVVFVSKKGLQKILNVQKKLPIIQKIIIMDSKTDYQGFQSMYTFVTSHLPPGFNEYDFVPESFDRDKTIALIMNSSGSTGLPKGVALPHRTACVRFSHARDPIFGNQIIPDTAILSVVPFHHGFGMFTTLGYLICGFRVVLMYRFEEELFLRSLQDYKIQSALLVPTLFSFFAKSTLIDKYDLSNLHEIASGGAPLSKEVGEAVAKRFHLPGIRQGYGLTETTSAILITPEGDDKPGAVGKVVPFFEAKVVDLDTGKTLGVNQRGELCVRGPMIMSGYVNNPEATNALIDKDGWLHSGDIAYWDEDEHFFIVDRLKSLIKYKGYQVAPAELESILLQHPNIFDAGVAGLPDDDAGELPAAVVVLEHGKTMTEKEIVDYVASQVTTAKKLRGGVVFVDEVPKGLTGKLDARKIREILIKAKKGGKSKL
#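 System: Luciferase/luciferin detection reagent, cell-free biochemical luciferase assay | Medium: PBS buffer for ATP | Dosing: Test compounds dosed from 2 mM stocks in 100% DMSO | Timing: 10 min at ambient temperature | Signal: Luminescence measurement of luciferase light output | Evaluation: Luciferase activation, seen as luminescence increase over controls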
# APP 5UTR inh: APP translation inhibition; SH-SY5Y APP 5'UTR-luciferase reporter, luminescence; inhibition, % at 2 µM; actives 0.82% (n = 190,000); AID 1285;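 active = inhibition above a set limit, derived from the sample mean plus 3 SD, cut at about 45% in these data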; note: values of inactives mirror those of a sister screen read the other way
# STAT1 activator: activators of IFN-gamma induced STAT1 signaling; NIH 3T3 STAT1-luciferase reporter, luminescence; 100% = IFN-gamma alone, no compound; activation (% of control), % at 5.5 µM; actives 2.6% (n = 200,000);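 active = activation above the screen-wide mean activation plus 3 SD, cut at about 130% in these data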;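 note: raw ratio to IFN-gamma control signal so 100% means no change and 0% no light; values of inactives mirror those of a sister screen read the other way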
# Redox H2O2 prof: compounds producing H2O2 with reducing agent – biochemical, NIH compound library profiling, artefact control for MLSCN library redox annotation, primary screen. actives 0.03% (n = 200,000). activation, % at 10 µM. DTT-dependent redox cycling H2O2, phenol red/HRP absorbance; 100% = 100 µM peroxide control, 0% = buffer;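 active = activation of at least 50% relative to the plate's high and low controls in the primary single-dose screen; inactive = activation below 50%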;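 note: compound incubated with DTT at 0.8 mM final as the reducing agent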
# NF-kB expr up: NF-kB expression increase, human neuronal cells | actives 1.6% (n = 190,000) | fold change at 12.5 µM | NF-kB reporter expression; hits give high values; in the data active = fold change above about 3.3
# G6PDH CS: counter-screen for G6PDH assay hits: L. mesenteroides G6PDH inhibition. Purified L. mesenteroides G6PDH, diaphorase/resazurin coupled fluorescence, 45 min. inhibition, % at 5 µM. actives 0.12% (n = 200,000). AID 1020; in the data active = inhibition above about 50%
# FLuc inh counter: counter-screen for luciferase assay inhibitors: firefly luciferase inhibition | actives 1.5% (n = 200,000) | inhibition, % at 10 µM | AID 1006 | ATPLite firefly luciferase biochemical luminescence, 10 min | P08659;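 active = inhibition above about 50% when tested at 10 µM, limit read from the data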
# * = called active by the depositor; . = not tested or not shown. Compounds were not picked by outcome; any-hit rate near 5.3%.
Molecule,APP 5'UTR act,Hsp70 activator,HMGR II inh,FLuc stim CS,APP 5UTR inh,STAT1 activator,Redox H2O2 prof,NF-kB expr up,G6PDH CS,FLuc inh counter
Cc1nnc2c3ccccc3c(-c3cccc4ccccc34)nn12,-4,-0.2,-2,1.1,4,88,-3.2,1.2,4,-5
Cc1ccccc1-c1noc(CCC(=O)NCC2CCCO2)n1 (centres undefined),1,-0.2,0,1,-1,94,-2.3,1.2,12,-1
CC(=O)c1cccc(N=C2NC(=O)CS2)c1,8,0.2,-3,1,-8,94,-1.0,1.1,4,-3
CC(C)Cn1c(SCC(=O)N2CCCCC2)nc2ccccc2c1=O,-9,0.0,-9,1.1,9,85,-0.3,0.84,11,-6
Cc1ccccc1-n1c(SCC(=O)c2c(N)n(C)c(=O)n(C)c2=O)nc2sc3c(c2c1=O)CCCC3,5,-0.3,-4,1.1,-5,91,0.0,1.1,-7,-6
COc1cccc(/C=C2\SC(=S)N(N3CCOCC3)C2=O)c1OC,28,0.2,0,1,-28,107,0.0,1.6,-14,4
Cc1cc(C(=O)CSc2nnc(-c3ccc(Cl)cc3)n2CC2CCCO2)c(C)n1C (centres undefined),7,-0.2,-8,1.1,-7,98,-0.9,1.1,3,-9
O=C(Cn1nnc(-c2ccccc2NC(=O)c2ccccc2)n1)Nc1ccc2c(c1)OCCO2,11,-0.4,1,1,-11,105,-2.7,1.1,1,-3
Clc1cccc(N2CCN(Cc3nnc(-c4ccccc4)o3)CC2)c1,7,0.0,2,1,-7,96,-1.7,1.1,4,-4
Cc1ccc(NC(=O)N2CCCN(Cc3ccc(F)cc3)C2)cc1C,-3,-0.4,2,1.1,3,108,-0.5,1,7,-10
Cc1occc1C(=O)NNC(=O)c1ccc(Br)o1,7,0.3,5,1.1,-7,101,0.2,0.99,-2,-5
CCn1cc(CNC(=O)CSc2nc(-c3ccc(OC)c(OC)c3)cc(C(F)(F)F)n2)c(C)n1,8,-0.1,-1,1.2,-8,99,-0.4,1,-16,-19
CCn1c(C(=O)O)c(CC(=O)NC2CCCCCC2)c2ccccc21,1,0.1,1,1,-1,96,6.0,1.3,11,-2
Nc1nc(NCCO)nc(NCC2CCCO2)c1[N+](=O)[O-] (centres undefined),8,-0.2,4,1,-8,105,-0.1,1.2,4,-4
COCCOCCn1c(CCCO)nc2ccccc21,14,0.2,-3,1.1,-14,99,-4.2,1.1,1,-8
CCOC(=O)C(NC(=O)C1CCCN1C(=O)OCc1ccccc1)C(=O)OCC (centres undefined),-6,-0.4,-4,1.1,6,91,0.2,1.2,4,-9
CCOC(=O)N1CCN(c2c(NCc3ccc(N(C)C)cc3)c(=O)c2=O)CC1,3,0.5,-5,1,-3,106,-0.9,0.97,1,-1
CC(=O)c1ccc(-n2nnnc2SCC(=O)Nc2sc(C)c(C)c2C#N)cc1,-7,-0.5,-1,1,7,97,-0.6,1.1,-6,-5
C/C(=N/NC(=O)CCc1ccccc1)c1ccco1,10,0.1,3,1,-10,107,-0.4,1.4,28,-3
CCOc1cc(C(=S)N2CCCCC2)ccc1OS(=O)(=O)c1ccc(Br)cc1,5,-0.1,-3,1,-5,95,1.8,0.98,3,-4
Cc1ccc(NC(=O)CNC(=O)c2cccs2)cc1S(=O)(=O)Nc1ccc(Cl)cc1,1,0.5,4,1,-1,104,0.2,0.95,0,0
Cc1cccc(C)c1NS(=O)(=O)c1ccc(OCCNS(C)(=O)=O)cc1,4,0.3,-2,0.2,-4,94,-2.0,0.83,2,81*
Cc1ccccc1OCC(=O)Nc1ccc2c(c1)COC2=O,1,-0.3,-4,1,0,104,19,1.6,3,-1
COc1ccc(-n2nnnc2SCC(=O)Nc2ccccc2N2CCOCC2)cc1OC,2,0.0,-3,1.1,-2,89,-0.7,1,7,-7
COc1cccc(-c2nc(CS(=O)(=O)CC(=O)N3CCc4ccccc4C3)c(C)o2)c1,-26,-0.2,-2,1,26,93,-1.9,0.81,-40,-5

# The last five records of the part before are carried over, then new ones follow:
Molecule,APP 5'UTR act,Hsp70 activator,HMGR II inh,FLuc stim CS,APP 5UTR inh,STAT1 activator,Redox H2O2 prof,NF-kB expr up,G6PDH CS,FLuc inh counter
Cc1ccc(NC(=O)CNC(=O)c2cccs2)cc1S(=O)(=O)Nc1ccc(Cl)cc1,1,0.5,4,1,-1,104,0.2,0.95,0,0
Cc1cccc(C)c1NS(=O)(=O)c1ccc(OCCNS(C)(=O)=O)cc1,4,0.3,-2,0.2,-4,94,-2.0,0.83,2,81*
Cc1ccccc1OCC(=O)Nc1ccc2c(c1)COC2=O,1,-0.3,-4,1,0,104,19,1.6,3,-1
COc1ccc(-n2nnnc2SCC(=O)Nc2ccccc2N2CCOCC2)cc1OC,2,0.0,-3,1.1,-2,89,-0.7,1,7,-7
COc1cccc(-c2nc(CS(=O)(=O)CC(=O)N3CCc4ccccc4C3)c(C)o2)c1,-26,-0.2,-2,1,26,93,-1.9,0.81,-40,-5
NS(=O)(=O)c1ccc2c(c1)C1C=CCC1C(C1CC=CCC1)N2 (centres undefined),.,-0.3,-8,1.1,.,104,0.3,1.1,2,-6
CC(C)Nc1nc(NC(C)C)nc(N(C)N)n1,-2,-0.3,1,1,2,101,0.9,0.68,1,-4
CCc1ccc2[nH]c3nc(SCc4nnc(-c5ccc(C)cc5)o4)nnc3c2c1,-18,-0.1,-8,1,18,99,0.0,1,7,-5
COC(=O)c1cc(-c2ccc(OC)c(OC)c2)on1,-11,-0.1,-4,1.1,11,96,0.7,1.7,7,-6
CC(=O)Nc1ccc(NC(=O)Nc2ccc(C)c(C)c2)cc1,0,-0.2,-1,1.1,0,123,-2.1,1.3,10,-5
COc1ccc(OCC(=O)OC2CCN(C)CC2)cc1,2,-0.4,0,1,-2,98,-17,1.2,22,0
CC(C)CC(=O)NC(=S)Nc1sc2c(c1C(N)=O)CCC2,55,-0.2,2,1,-55,144*,0.0,1.5,8,4
C/C(=N\Nc1nc2ccccc2[nH]1)c1ccc(Cl)s1,10,-0.3,-2,0.5,-10,105,0.5,0.87,-19,48
CC(C)(C)c1cc(C(=S)N2CCN(CCO)CC2)cc(C(C)(C)C)c1O,21,-0.3,1,1,-21,99,0.7,1.2,30,-1
CCC(C)C(=O)Nc1nc(-c2ccc3c(c2)NC(=O)CO3)cs1 (centres undefined),8,-0.1,-13,1.1,-8,104,9.1,1.3,8,-6
COc1ccc(Cc2nnc(SCc3nc4ccccc4c(=O)[nH]3)o2)cc1,10,-0.2,-2,1.1,-10,105,3.6,1,7,-12
O=C(Nn1cnc2ccccc2c1=O)c1ccc([N+](=O)[O-])cc1,-3,0.2,1,1.1,3,91,0.5,0.9,-4,-7
COc1ccc(N2CC(NC(=O)N(C)CCC#N)CC2=O)cc1 (centres undefined),1,-0.4,-5,1,-1,99,0.0,1.2,1,-2
Cc1noc(NS(=O)(=O)c2ccc(NC(=O)CCN3C(=O)c4ccccc4C3=O)cc2)c1C,-13,-0.2,-1,1.1,13,104,-0.5,1.2,4,-6
COc1cc(C)c(Cl)cc1S(=O)(=O)N1CCCC1,-1,0.4,0,1.1,1,98,0.5,1.2,2,-6
O=C(O)C(Cc1ccccc1)N1C(=O)/C(=C/c2ccccc2)SC1=S (centres undefined),13,0.1,-6,1.1,-13,101,0.0,0.9,-14,-7
Nc1nnc(CC(c2ccccc2)c2ccccc2)s1,13,-0.3,-3,1,-13,98,0.2,1.2,6,-5
O=C(c1cnn2c(C(F)(F)F)cc(-c3ccco3)nc12)N1CCCCCC1,18,-0.1,-2,1,-18,98,-0.5,1.1,13,0
CCOc1ccc(NS(=O)(=O)c2ccc(NC(=O)[C@@H]3CCCC[C@@H]3C(=O)O)cc2)cc1,15,-0.1,0,1.1,-15,98,0.1,1,-2,-6
CCOc1ccc(C(=O)Nc2cnn(Cc3ccc(Cl)c(Cl)c3)c2)cc1,-4,-0.1,-6,1.1,4,95,-8.9,1.1,7,-5
CCc1c(C(=O)Nc2ccccc2)c(C)[nH]c(=S)c1C#N,6,-0.6,-8,1,-6,107,0.1,1.1,0,0
O=C1CSC(c2cccnc2)N1c1ccc(F)cc1 (centres undefined),5,0.1,1,1.1,-5,100,0.0,0.9,-4,-8
COc1cc(NC(=O)c2cc3ccccc3o2)c(OC)cc1Cl,-15,0.1,3,1.1,15,99,3.1,1.1,6,-6
CC(C)C[C@@H]1NC(=O)[C@H](Cc2ccc(O)cc2)NC(=O)[C@H](CCC(N)=O)NC(=O)c2cc([N+](=O)[O-])cc(I)c2NCC[C@@H](C(N)=O)NC1=O,-6,-0.4,-5,0.9,6,92,0.6,1.1,3,6
COc1ccccc1N1CCN(CC(=O)Nc2cc(F)ccc2C)CC1,-19,-0.5,-4,1,19,102,-0.1,1.1,3,-3

# Of the compounds above, 2 contain a CF3 group.
Molecule,APP 5'UTR act,Hsp70 activator,HMGR II inh,FLuc stim CS,APP 5UTR inh,STAT1 activator,Redox H2O2 prof,NF-kB expr up,G6PDH CS,FLuc inh counter
CCn1cc(CNC(=O)CSc2nc(-c3ccc(OC)c(OC)c3)cc(C(F)(F)F)n2)c(C)n1,8,-0.1,-1,1.2,-8,99,-0.4,1,-16,-19
O=C(c1cnn2c(C(F)(F)F)cc(-c3ccco3)nc12)N1CCCCCC1,18,-0.1,-2,1,-18,98,-0.5,1.1,13,0

# (continued)
Molecule,APP 5'UTR act,Hsp70 activator,HMGR II inh,FLuc stim CS,APP 5UTR inh,STAT1 activator,Redox H2O2 prof,NF-kB expr up,G6PDH CS,FLuc inh counter
Cc1cc(C)n(CC(=O)NCc2cc(-c3nn(C)c(=O)c4ccccc34)ccc2C)n1,7,-0.1,-1,1.2,-7,96,0.0,0.83,5,-18
O=C(NNC1=C(C(=O)C(F)(F)F)CCC1)c1ccccc1O,-17,0.1,-2,0.9,17,97,-0.3,1.5,5,5
CCOc1ccc(NC(=O)N2CCC(c3nc4ccccc4o3)CC2)cc1,11,-0.2,1,1.1,-11,98,-0.1,0.96,9,-7
O=C(COC(=O)c1cc(NS(=O)(=O)c2cccs2)ccc1O)Nc1cc(Cl)ccc1Cl,28,-0.1,-1,1,-28,108,-1.8,1,2,-5
O=C(COc1ccc(Cl)cc1Cl)N1CCN(c2ccccn2)CC1,-5,0.0,1,1.1,5,97,0.2,0.99,4,-7
O=C1CC(c2ccccc2)=Nc2ccc(Br)cc2N1,20,-0.1,3,1,-20,109,0.3,1,8,-4
O=[N+]([O-])c1ccccc1OCCCCN1CCCCC1,-6,-0.3,-1,1.1,6,93,-5.9,1.3,1,-6
N#C/C(=C\c1ccc(Sc2ccc(Cl)cc2)o1)c1nc2ccccc2[nH]1,-1,-0.4,-6,1.1,1,92,0.1,0.99,-10,-5
